IMP-1 inhibitor: IMP-1 metallo-beta-lactamase inhibitors, primary screen, biochemical, epi-absorbance readout, Pseudomonas aeruginosa enzyme | metallo-beta-lactamase IMP-1 (Pseudomonas aeruginosa) | purified IMP-1, nitrocefin hydrolysis, epi-absorbance fluorescence | inhibition, % at 5.6 µM | hit rate 0.45% among 290,000 | AID 1556, 2009;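 active means inhibition above the mean plus 3 SD of all compounds in the same screening run, cut at about 4.5% in these data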;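 further: 0% = IMP-1 with DMSO and 100% = DMSO wells lacking enzyme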
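assay system = purified recombinant IMP-1 metallo-beta-lactamase enzyme | schedule = 15 min preincubation plus 25 min reaction at 25 °C | signal = Epi-absorbance fluorescence, 480 nm excitation, 530 nm emission | read-out basis = percent inhibition from optical density relative to buffer-blank wells | controls = IMP-1 with DMSO as 0%, enzyme-free DMSO as 100%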
SUMO HTRF inh: inhibitors of in vitro SUMOylation cascade, primary screen, biochemical, HTRF, uHTS; SUMO-conjugating enzyme UBC9 (Homo sapiens), P63279; HTRF SUMOylation assay, SAE1/SAE2 + UBC9; inhibition, % at 35 µM; hit rate 0.36% among 290,000; AID 2006, 2009; in the data active means inhibition above about 50%, passing the limit was not always enough; further: strong numbers were not always called active
Target sequence (P63279 whole entry, looked up): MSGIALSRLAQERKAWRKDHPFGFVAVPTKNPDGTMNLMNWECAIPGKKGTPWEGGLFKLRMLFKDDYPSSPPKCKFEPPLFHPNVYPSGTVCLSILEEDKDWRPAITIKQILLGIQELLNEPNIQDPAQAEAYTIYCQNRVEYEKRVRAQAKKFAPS
FID counter: compounds displacing fluorescent DNA intercalator, primary screen, artefact control for HCV NS3 helicase inhibitor project, biochemical, FID fluorescence; DNA fluorescent intercalator displacement; inhibition, % at 7.9 µM; hit rate 0.17% among 290,000; in the data active means inhibition above about 37%;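 further: 0% = vehicle and 100% = reference compound; higher means more ethidium bromide displaced from hairpin DNA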
HCV NS3 hel inh: inhibitors of HCV NS3 helicase, primary screen, biochemical, Cy5 molecular beacon fluorescence. inhibition, % at 10.9 µM. hit rate 0.56% among 290,000. Hepatitis C virus NS3 helicase. NS3 helicase DNA unwinding;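 active means inhibition above the mean of all tested compounds plus 3 SD, set per campaign, cut at about 35% in these data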;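 further: 0% = DMSO wells and 100% = thioflavine S control wells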
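Assay system – hepatitis C virus NS3 helicase domain fragment enzyme · Buffer or medium – MOPS pH 6.5, MgCl2, DTT, Tween20, BSA · Reagent – Cy5/quencher beacon DNA duplex and ATP to start · Compound – single 10.9 µM dose · Timing – 1 h at 25 °C · Technique – Cy5 beacon fluorescence read at start and 1 h · Measure – % inhibition of unwinding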
NALP1 yeast inh: NALP1 inflammasome inhibitors in reconstituted yeast, colorimetric, S. cerevisiae, triplicate retest; S. cerevisiae NALP1/ASC/caspase-1 growth, X-gal OD620, 72 h; inhibition, % at 10 µM; hit rate 0.61% among 280,000; AID 2071, 2009; in the data active means inhibition mostly above about 24%, no sharp cut-off; inactive means mostly below about 32%; further: some compounds called inactive have numbers as strong as hits
MEKK2 WT-MEK5: modulators of MEK5 binding to wildtype MEKK2, primary screen, biochemical, multiplex bead flow cytometry, Alexa488-MEK5; Mitogen-activated protein kinase kinase kinase 2 (Homo sapiens), Q9Y2U5; Alexa488-MEK5 binding to MEKK2 WT; actives lie on both sides; binding response (% of control), % at 10 µM; hit rate 1.1% among 290,000; AID 1531, 2009; in the data active means binding response below about 67% or above about 130%
MEKK2 mut-MEK5: MEK5 binding signal on mutant MEKK2 PB1, primary screen, biochemical, multiplex bead flow cytometry, Alexa488-MEK5; Alexa488-MEK5 binding to MEKK2 mutant; hit rate 0.35% among 290,000; percent response, % at 10 µM; in the data active means percent response above about 24%, passing the limit was not always enough; further: inactives centre near 1; some results filed as inactive read as strong as hits
VIM-2 inhibitor: VIM-2 metallo-beta-lactamase inhibitors, primary screen, biochemical, epi-absorbance readout, Pseudomonas aeruginosa enzyme; hit rate 0.89% among 290,000; purified VIM-2, nitrocefin hydrolysis, epi-absorbance fluorescence; AID 1527, 2009; inhibition, % at 5.6 µM;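 active means inhibition above the mean of all tested compounds plus 3 SD, cutoff set per screening run, cut at about 7.5% in these data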;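 further: red hydrolysis product quenches plate fluorescence so inhibitors raise well fluorescence; 0% = enzyme with DMSO and 100% = DMSO without enzyme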
PfM18AAP inh: PfM18AAP inhibitors, malaria aminopeptidase, primary screen, biochemical, QFRET, recombinant enzyme. H-Glu-NHMec fluorogenic cleavage. inhibition, % at 7.35 µM. hit rate 1.2% among 290,000. AID 1822, 2009;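 active means inhibition above the campaign mean inhibition over all tested compounds plus 3 SD, cut at about 28% in these data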;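 further: 0% = plate median of test compound wells and 100% = 2 mM ZnCl2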
Numbers without * were called inactive; nt = not tested or not shown. Not a hit list; 4.7% or so of the library scored in one or more.

entry	compound	IMP-1 inhibitor	SUMO HTRF inh	FID counter	HCV NS3 hel inh	NALP1 yeast inh	MEKK2 WT-MEK5	MEKK2 mut-MEK5	VIM-2 inhibitor	PfM18AAP inh
1	CCC(C)[C@H](NS(=O)(=O)c1ccc(C)cc1)C(=O)N1CCC(C(=O)N2CCC(C(=O)OC)CC2)CC1 (stereo partly drawn)	-4.0	-8	-53	-2	18	95	0	-3.5	-4
2	O=c1[nH]c(C(Cl)Cl)nc2sc3c(c12)CCN(Cc1ccccc1)C3	11*	40	1	-3	31	92	-4	3.3	7
3	Cc1nnc(NC2(C(F)(F)F)C(=O)Nc3c2c(=O)n(C)c(=O)n3C)s1 (stereo not drawn)	-3.2	22	0	6	-5	95	-4	0.8	1
4	C[C@@H](C(=O)NCc1ccccn1)[C@H]1C[C@]1(C)[C@H](NC(=O)OCc1ccccc1)c1ccccc1	-2.2	7	-38	-4	17	93	-5	-1.4	3
5	CCOC(=O)c1oc2cccc(O)c2c1CN1CCOCC1	1.8	24	-5	4	10	95	-2	1.1	11
6	COc1ccc(C(=O)Nc2ccnn2C2CCN(Cc3cnn(C)c3)CC2)cc1	-2.7	-5	4	-23	16	101	-5	-0.8	-3
7	COc1ccc(OC)c(NC(=O)c2oc3ccccc3c2NC(=O)C2CC2)c1	-3.0	22	-10	0	4	105	7	-1.9	2
8	COc1ccc(Oc2nc(-c3ccccn3)ncc2OC)cc1	-4.9	10	-16	-3	14	92	-4	16*	2
9	COC(=O)c1sc(NC(=O)COc2ccc(C)cc2)nc1C	2.2	3	-4	-1	9	102	1	-0.4	4
10	COC(=O)c1cc(OC)c(OC)cc1NC(=S)Nc1cccc(C(C)=O)c1	-2.5	-15	0	3	6	114	8	-3.7	4

Later entries.
entry	compound	IMP-1 inhibitor	SUMO HTRF inh	FID counter	HCV NS3 hel inh	NALP1 yeast inh	MEKK2 WT-MEK5	MEKK2 mut-MEK5	VIM-2 inhibitor	PfM18AAP inh
11	COc1ccc2nc(NC(=O)c3ccc([N+](=O)[O-])o3)sc2c1	-6.0	10	6	64*	-3	103	5	-5.2	-3
12	Cn1c(=O)c(C(=O)NCCCc2ccccc2)c(O)c2ccccc21	3.3	-14	-19	7	10	104	-2	1.0	10
13	COc1ccc(C2C(C#N)=C(C)NC3=C2S(=O)(=O)c2ccccc23)cc1 (stereo not drawn)	0.4	9	3	-1	13	99	2	-0.1	0
14	CCCCN(CC)CCNC(=O)c1nn(-c2ccc(OC)cc2)c(=O)c2c1c1ccccc1n2C	-3.9	5	13	-50	-6	144*	16	6.1	0
15	COCCN1C=C(C(=O)OC)C(c2ccc(Cl)cc2)C(C(=O)OC)=C1	-2.8	4	-2	-3	6	99	-3	2.6	-8
16	O=S(=O)(c1cccs1)N1CN(Cc2ccc(Cl)cc2)c2nc3ccccc3nc21	-0.7	14	1	-7	14	89	-6	-1.0	-17
17	O=S(=O)(c1ccccc1Cl)N1CCCC1c1nc(-c2ccc(Cl)cc2)no1 (stereo not drawn)	-2.8	2	-13	-7	29	104	0	-1.6	2
18	NS(=O)(=O)c1ccccc1NC(=S)Nc1ccccc1S(N)(=O)=O	-3.7	13	-3	-2	9	111	9	-5.1	0
19	CCOC(=O)c1c(NC(=O)CC)sc(C(=O)NC2CCCC2)c1C	-1.3	-1	-28	3	16	100	-6	-2.6	1
20	O=C(CC1CCCC1)Nc1cccc(Br)c1	-1.3	15	-11	-11	13	94	1	-0.7	3

One compound at a time, from the list above. Values in the order: IMP-1 inhibitor, SUMO HTRF inh, FID counter, HCV NS3 hel inh, NALP1 yeast inh, MEKK2 WT-MEK5, MEKK2 mut-MEK5, VIM-2 inhibitor, PfM18AAP inh
`O=S(=O)(c1cccs1)N1CN(Cc2ccc(Cl)cc2)c2nc3ccccc3nc21` is entered as -0.7, 14, 1, -7, 14, 89, -6, -1.0, -17
`O=S(=O)(c1ccccc1Cl)N1CCCC1c1nc(-c2ccc(Cl)cc2)no1` (stereo not drawn) is entered as -2.8, 2, -13, -7, 29, 104, 0, -1.6, 2
`COc1ccc(C2C(C#N)=C(C)NC3=C2S(=O)(=O)c2ccccc23)cc1` (stereo not drawn) is entered as 0.4, 9, 3, -1, 13, 99, 2, -0.1, 0
`COCCN1C=C(C(=O)OC)C(c2ccc(Cl)cc2)C(C(=O)OC)=C1` is entered as -2.8, 4, -2, -3, 6, 99, -3, 2.6, -8

Rewritten field by field: 3 of the compounds above
13) COc1ccc(C2C(C#N)=C(C)NC3=C2S(=O)(=O)c2ccccc23)cc1 (stereo not drawn)
  IMP-1 inhibitor: 0.4
  SUMO HTRF inh: 9
  FID counter: 3
  HCV NS3 hel inh: -1
  NALP1 yeast inh: 13
  MEKK2 WT-MEK5: 99
  MEKK2 mut-MEK5: 2
  VIM-2 inhibitor: -0.1
  PfM18AAP inh: 0

15) COCCN1C=C(C(=O)OC)C(c2ccc(Cl)cc2)C(C(=O)OC)=C1
  IMP-1 inhibitor: -2.8
  SUMO HTRF inh: 4
  FID counter: -2
  HCV NS3 hel inh: -3
  NALP1 yeast inh: 6
  MEKK2 WT-MEK5: 99
  MEKK2 mut-MEK5: -3
  VIM-2 inhibitor: 2.6
  PfM18AAP inh: -8

18) NS(=O)(=O)c1ccccc1NC(=S)Nc1ccccc1S(N)(=O)=O
  IMP-1 inhibitor: -3.7
  SUMO HTRF inh: 13
  FID counter: -3
  HCV NS3 hel inh: -2
  NALP1 yeast inh: 9
  MEKK2 WT-MEK5: 111
  MEKK2 mut-MEK5: 9
  VIM-2 inhibitor: -5.1
  PfM18AAP inh: 0

Next results.
entry	compound	IMP-1 inhibitor	SUMO HTRF inh	FID counter	HCV NS3 hel inh	NALP1 yeast inh	MEKK2 WT-MEK5	MEKK2 mut-MEK5	VIM-2 inhibitor	PfM18AAP inh
21	CN(N)c1nc(-c2ccccc2)nnc1C(F)(F)F	0.1	8	-3	3	-5	112	11	-1.2	-10
22	O=[N+]([O-])c1ccc(CS(=O)(=O)N2CCN(c3ccccc3)CC2)cc1	-0.8	-2	0	-4	-1	98	-3	-0.1	1
23	O=C(c1ccco1)N1CCN(Cc2cccc3ccccc23)CC1	-1.0	6	-22	-12	14	99	-2	-0.7	0
24	COc1ccc2cc(C(=O)NCC(=O)O)sc(=O)c2c1OC	-1.5	-3	4	5	-11	nt	nt	-2.9	7

Source: PubChem
